Source: PubChem BioAssay
GAA glycogen: alters human alpha-glucosidase cleavage of glycogen; P10253; recombinant GAA, glycogen substrate, Amplex Red glucose oxidase fluorescence; Potency, µM (series often up to 76.4 µM), without a hit: top-dose activity change, negative = inhibition, actives largely listed as inhibitors; 0.38% of 300,000 active; AID 2100; active = well fitted inhibition curve with a large enough effect; inconclusive = small, poorly fitted or top-dose-only effect, or another doubt; inactive = no such curve, though single readings can be large or run the other way;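 note: 0% = full enzyme reaction and -100% = no-enzyme basal signal; the screen sought inhibitors and activators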
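Natural-substrate format: glycogen cleavage by 4 nM human enzyme, glucose read by Amplex Red coupling (Ex 573, Em 610 nm). Normalized to enzyme and no-enzyme controls.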
An asterisk follows results filed as active; ? = inconclusive; [ ] = remark or other dose. Potency is the fitted concentration of half-maximal effect. This is a subset, so the mix of outcomes need not match the whole.

SMILES | GAA glycogen
O=C(CN1C(=O)/C(=C/c2ccco2)SC1=S)Nc1ccc(C(=O)O)c(O)c1 | ?
O=C(c1ccc(Cl)c(S(=O)(=O)N2CCCCC2)c1)N1CCCCCC1 | 2%[76.3 µM]
COc1ccc(C(O)P(=O)(OC(C)C)c2ccc(N(C)C)cc2)c(OC)c1 (stereo not given) | 2%
CCCc1ccc(OCC(O)CN2CCN(C(=O)OCC)CC2)cc1 (stereo not given) | 1%
COc1cc(NC(=O)C2CCN(S(=O)(=O)c3ccc4c(c3)oc(=O)n4C)CC2)cc(OC)c1 | -10%[76.3 µM]
COc1ccc(NC(=O)CN(C)C(=O)/C=C/c2ccc(OCc3ccccc3)cc2)cc1 | -3%
COc1cccc(C(=O)NNC(=O)C(=O)Nc2cccc3ccccc23)c1 | -3%
COc1cc(C2NC(=O)NC(C)=C2C(=O)OC2CCCCC2)cc(Cl)c1O (stereo not given) | ?
O=C(O)c1ccc(NC(=O)c2cc(S(=O)(=O)N3CCCCC3)c(Cl)cc2Cl)cc1 | 16%[76.3 µM]
COc1ccc(-c2n[nH]c(=S)n2-c2ccc(C)cc2C)cc1 | -29%[76.3 µM]
Cc1ccn2c(Nc3ccc(C(C)C)cc3)c(-c3cccs3)nc2c1 | -5%[76.3 µM]
O=C(c1ccco1)N(Cc1ccco1)Cc1cc2ccccc2[nH]c1=O | -9%
COc1ccccc1N1CCN(C(=O)CCc2nnc3ccc(N4CCOCC4)nn23)CC1 | -5%[76.3 µM]
COc1ccc(N2CCN(C(=O)COc3ccccc3C#N)CC2)cc1 | -2%[76.3 µM]
Cc1nn2c(-c3ccc(F)cc3)ccnc2c1Br | 5%
CC(=O)NCC(=O)NC1CCCc2c1cnn2-c1ccc(C(C)(C)C)cc1 (stereo not given) | 2%[76.3 µM]
CCc1ccc(NC(=O)C2CCC(CNC(=O)[C@@H]3Cc4ccccc4CN3)CC2)cc1 (stereo not given in full) | -2%[76.3 µM]
O=C(NCCc1ccc(Cl)cc1)C1CCCN1C(=O)Nc1ccccc1 (stereo not given) | 0%[76.3 µM]
CC(=O)c1cccc(NC(=O)C2CCCN(S(=O)(=O)c3cccc4nonc34)C2)c1 (stereo not given) | 0%
COc1cc(OC)c(Nc2nc3ccccc3nc2-n2nc(C)cc2C)cc1Cl | -11%[76.3 µM]
Cc1c(C(=O)N(C)Cc2ccc(OC(F)F)cc2)oc2ccccc12 | -4%
CCC(=O)N1CCc2cc(S(=O)(=O)NC(Cc3ccccc3)C(=O)NCc3cccc(OC)c3)ccc21 (stereo not given) | 14%[76.3 µM]
Nc1nonc1-n1nnc(C(=O)N/N=C\c2cccc(Cl)c2)c1CN1CCOCC1 | 0%
Nc1ccc(S(=O)(=O)NC2(C(F)(F)F)NC(=O)N(c3ccccc3F)C2=O)cc1 (stereo not given) | 4%
CCOC(CNC(=O)CN1C(=O)COc2ccc(S(=O)(=O)N3CCOCC3)cc21)OCC | -9%[76.3 µM]
CCCc1cc(=O)oc2cc(C)cc(OC(C)C(=O)NCCCn3ccnc3)c12 (stereo not given) | -1%[76.3 µM]
O=C(Cc1cccs1)Nc1ccc(F)cc1F | 1%[76.3 µM]
O=C(NC1=NCCS1)c1ccc(C(F)(F)F)cc1 | -6%
COc1cc(SC)ccc1C(=O)N1CCCc2ccccc21 | 13%[76.3 µM]
CCCCOc1cccc(NC(=O)c2cccc(C(=O)Nc3cccc(OCCCC)c3)c2)c1 | 10%[76.3 µM]
N#CC1=C(N)N(c2cccc(Cl)c2)C2=C(C(=O)CCC2)C1c1cc(CN2CCOCC2)cs1 (stereo not given) | ?
CC(C)(C)c1ccc(OCCn2nc(C(=O)O)c3ccccc3c2=O)cc1 | -8%
COC(=O)c1ccc(CSc2nc3ccncc3n2Cc2ccc(F)cc2)cc1 | 14%[76.3 µM]
C/C(=C\c1ccc(N)cc1)c1nc2ccccc2[nH]1 | 7%
COc1ccc(CCC(=O)NCc2ccc3c(c2)OCO3)cc1 | -2%
CCN1CCN(CCCNC(=O)c2cc3c(=O)n(C)c4ccccc4c3s2)CC1 | 8%[76.3 µM]
Cc1cc(C)nc(NS(=O)(=O)c2ccc(NC(=O)Cc3ccc(F)cc3)cc2)n1 | 10%[76.3 µM]
O=C(OC1CCCCC1=O)c1cc(S(=O)(=O)N2CCOCC2)ccc1F (stereo not given) | -13%[76.3 µM]
Cc1ccccc1C(=O)n1nc(-c2cccnc2)nc1NCc1ccccc1 | -9%[76.3 µM]
Cc1ccc(C(C(=O)NCCc2ccccc2)N(C(=O)c2csnn2)C2CC2)cc1 (stereo not given) | 0%
O=C(Nc1cccc(S(=O)(=O)N2CCCC2)c1)c1ccncc1 | -1%[76.3 µM]
CCOc1ccc(-c2noc(CCC(=O)NC3CCCCC3)n2)cc1OC | -12%
Nc1ccc(-c2cc3ccccc3oc2=O)cc1 | -7%[76.3 µM]
CCn1c2ccccc2c2nnc(SCC(=O)O)nc21 | -5%[76.3 µM]
CCOc1cc(S(=O)(=O)NCCCN2CCOCC2)ccc1F | 4%[76.3 µM]
Cc1ccccc1C(=O)Nc1ccccc1NC(=O)c1ccccc1Br | -2%
CC(C)Cn1c(-c2cccc(Br)c2)nc2ccccc21 | -1%[76.3 µM]
Cc1cc(=O)[nH]c(N/N=C/c2cccc(Br)c2)n1 | 21%[76.3 µM]
CCc1c(C)c(C#N)c2nc3ccccc3n2c1NC | 8%
COc1ccc(-c2nc3ccccc3n3c(-c4ccccc4)c4c(=O)n(C)c(=O)n(C)c4c23)cc1OC | 12%[76.3 µM]
O=C(Cn1c(=O)n(Cc2ccco2)c(=O)c2oc3ccccc3c21)Nc1ccc(F)cc1F | 18%[76.3 µM]
CCOc1ccc(-c2cnc(NCc3ccc(C(F)(F)F)cc3)n2C)cc1 | 32µM*
Cc1ccc(-c2nn3c(-c4ccc(C)cc4)nnc3c3ccccc23)cc1 | 16%[76.3 µM]
CCOC(=O)c1c(NC(=O)c2cc(-c3ccc(Br)cc3)on2)sc(C(C)=O)c1C | 2%[76.3 µM]
COc1ccc(N2CCN(CCN3C(=O)c4ccccc4C3=O)CC2)cc1 | -25%
O=c1c([N+](=O)[O-])c(O)c2cccc3c2n1CCC3 | 1%
Cc1ccc(NC(=O)CCN2CC(C)OC(C)C2)cc1C (stereo not given) | 8%[76.3 µM]
CC(=O)c1ccc(NC(=O)CSc2cn(CC(=O)N3CCCCCC3)c3ccccc23)cc1 | 4%[76.3 µM]
COc1ccc(C2CC(=O)N(CC(=O)Nc3ccc(C)c(Cl)c3)c3ccccc3S2)cc1OC (stereo not given) | -10%[76.3 µM]
COc1ccc(-c2sc3ccccc3c2C#CC2(O)CCCCC2)cc1 | -4%[76.3 µM]

Next records:
SMILES | GAA glycogen
NS(=O)(=O)c1ccc(CCNC(=O)C2CCN(S(=O)(=O)c3cccc4cccnc34)CC2)cc1 | 4%[76.3 µM]
COc1ccc(/C=C2/C(=O)N(c3ccccc3)N=C2C)c(OC)c1 | 6%[76.3 µM]
c1ccc(-c2cn(C[C@H]3CC[C@@H]([C@@H]4CC[C@H](Cn5cc(-c6ccccn6)nn5)O4)O3)nn2)nc1 | 7%[76.3 µM]
CCc1ccc(CNc2ccc3c(c2)ncn3C(C)(C)C)cc1 | -1%
COCc1cc(=O)n2[nH]cc(-c3ccsc3)c2n1 | 0%
Nc1c(Cl)cc(-c2csc(N3CCCC3c3nc4cc(Cl)c(Cl)cc4n3CCOCCO)n2)cc1Cl (stereo not given) | -11%[76.3 µM]
COc1ccc(OC)c(N(C)S(=O)(=O)c2ccc3c(c2)NC(=O)CC(=O)N3)c1 | 11%[76.3 µM]
CCCS(=O)(=O)N1CCCC(C(=O)Oc2ccc(C)c(C)c2)C1 (stereo not given) | 3%[76.3 µM]
C[C@]12C(=O)N(c3ccccc3)C(=O)N1[C@@H]1c3ccccc3OC[C@@H]1[C@H]2c1ccccc1 | 4%[76.3 µM]
CN(Cc1ccccc1)C(=O)c1cccc(C(=O)N(C)Cc2ccccc2)c1 | -2%
O=C(Nc1nnc(C2=COCCO2)o1)c1ccc(Br)cc1 | 0%[76.3 µM]
CCCn1c(=N)c(C(=O)NCc2cccnc2)cc2c(=O)n3ccccc3nc21 | 14%[76.3 µM]
COC(=O)c1ccc(OC)c(Cn2c(=O)n(C)c(=O)c3sccc32)c1 | 0%[76.3 µM]
CC1c2[nH]c3ccccc3c2C[C@H]2C(=O)N(CCCO)CC(=O)N12 (stereo not given in full) | 0%
O=C1CC(=O)Nc2cc(S(=O)(=O)NCc3cccs3)ccc2N1 | -18%[76.3 µM]
COc1ccc(Cl)cc1C(=O)NCC(c1ccco1)N(C)C (stereo not given) | 3%[76.3 µM]
COc1cccc(CNC(=O)CN(C)S(=O)(=O)c2ccc(Br)s2)c1 | 4%
COc1cc(C2c3c(-c4c(C)cc(C)cc4O)n[nH]c3C(=O)N2CCO)cc(OC)c1OC (stereo not given) | 17%[76.3 µM]
CCOc1cccc(NC(=O)CSc2sc3c(O)cc(=O)[nH]c3c2C#N)c1 | 0%[76.3 µM]
Cc1cccc(CSc2ncc(Cl)c(C(=O)Nc3nnc(C)s3)n2)c1 | -5%[76.3 µM]
CCc1nccn1CCC(=O)N1CCCC(N2CCN(c3ccccc3F)CC2)C1 (stereo not given) | 1%[76.3 µM]
CCOc1cc(C#N)c(NC(=O)Cn2nnc(-c3ccc(C)cc3)n2)cc1OCC | 11%[76.3 µM]
CCCCn1nc(NC(=O)COC)c2cc3ccc(C)cc3nc21 | 1%
CNC(=O)/C(C#N)=C/c1ccc(OCCOc2ccccc2)cc1 | 10%[76.3 µM]
C=CCSc1ncccc1C(=O)NCCc1ccccc1 | -15%
Cc1cc2c(cn1)C(CCC#N)(CCC#N)c1ccccc1-2 | -4%[76.3 µM]
O=C(CN1CCC(C(=O)c2ccc3c(c2)OCCO3)CC1)NCc1ccccc1 | -3%[76.3 µM]
Cc1cccc(NC(=O)c2cnn(-c3ccccc3)c2C)c1C | 1%[76.3 µM]
CC(=O)Nc1ccc(NC(=O)Cn2cc3c(n2)CCCCC3)cc1 | -13%[76.3 µM]
COc1ccc(-c2csc(-c3c(N)c(C(=O)c4ccc(OC)c(OC)c4)n4ccccc34)n2)cc1 | 12%[76.3 µM]
Cc1ccccc1N1CCN(C2CCCN(C(=O)c3cc(CC(C)C)nn3C)C2)CC1 (stereo not given) | -1%[76.3 µM]
COc1ccc(N(CC(=O)NC2CCCCC2)C(=O)CNC(=O)c2cccs2)cc1OC | 2%
CC(=O)c1c(C)n(-c2ccccc2Br)c2ccc(O)cc12 | -16%
Cc1cc(C)n(C(=O)c2ccc([N+](=O)[O-])cc2Cl)n1 | -5%[76.3 µM]
O=C(NCC1CCN(Cc2ccc(Cl)cc2)CC1)C1CCCN(c2ncnc3c2nc2n3CCCCC2)C1 (stereo not given) | 2%[76.3 µM]
O=[N+]([O-])c1cccc2nc(-c3ccccc3)c(-c3ccccc3)nc12 | 1%
CCc1nc2c(cnn2-c2ccc(C)cc2)c(=O)n1-c1ccc(C)cc1 | -12%[76.3 µM]
COc1ccc(CCNc2ccc([N+](=O)[O-])cn2)cc1 | -3%[76.3 µM]
CCCCc1nnc(NC(=O)C23CC4CC(CC(NC(C)=O)(C4)C2)C3)s1 | -12%[76.3 µM]
Cc1cc(=O)oc2c3c(cc(OCC(=O)NCC(=O)N[C@H](C(=O)O)C(C)C)c12)OC(C)(C)CC3 | -18%

Entries listed so far that have a thiophene ring, fused or not, in the order listed:
SMILES | GAA glycogen
Cc1ccn2c(Nc3ccc(C(C)C)cc3)c(-c3cccs3)nc2c1 | -5%[76.3 µM]
O=C(Cc1cccs1)Nc1ccc(F)cc1F | 1%[76.3 µM]
N#CC1=C(N)N(c2cccc(Cl)c2)C2=C(C(=O)CCC2)C1c1cc(CN2CCOCC2)cs1 (stereo not given) | ?
CCN1CCN(CCCNC(=O)c2cc3c(=O)n(C)c4ccccc4c3s2)CC1 | 8%[76.3 µM]
CCOC(=O)c1c(NC(=O)c2cc(-c3ccc(Br)cc3)on2)sc(C(C)=O)c1C | 2%[76.3 µM]
COc1ccc(-c2sc3ccccc3c2C#CC2(O)CCCCC2)cc1 | -4%[76.3 µM]
COCc1cc(=O)n2[nH]cc(-c3ccsc3)c2n1 | 0%
COC(=O)c1ccc(OC)c(Cn2c(=O)n(C)c(=O)c3sccc32)c1 | 0%[76.3 µM]
O=C1CC(=O)Nc2cc(S(=O)(=O)NCc3cccs3)ccc2N1 | -18%[76.3 µM]
COc1cccc(CNC(=O)CN(C)S(=O)(=O)c2ccc(Br)s2)c1 | 4%
CCOc1cccc(NC(=O)CSc2sc3c(O)cc(=O)[nH]c3c2C#N)c1 | 0%[76.3 µM]
COc1ccc(N(CC(=O)NC2CCCCC2)C(=O)CNC(=O)c2cccs2)cc1OC | 2%

(listing goes on)
SMILES | GAA glycogen
CCOC(=O)N1CCN(S(=O)(=O)c2ccc(C(=O)Nc3sc4c(c3C(N)=O)CCN(CC)C4)cc2)CC1 | -1%[76.3 µM]
COc1cc(OC)cc(C(=O)NNC(=O)c2cc3ccccc3cc2O)c1 | 3%
Cc1cc(SCc2ccc(Cl)cc2)nc(=O)[nH]1 | 1%[76.3 µM]
COCCN(C(=O)c1csnn1)C(C(=O)NC1CCCC1)c1ccccc1F (stereo not given) | 0%
COC(=O)C1=C(C)N(Cc2ccccc2)C(=NCCCCO)N[C@H]1c1cccc(C(F)(F)F)c1 | -14%[76.3 µM]
Cc1ccc(NC(=O)CN2CCC(NC(=O)c3cccc(F)c3)CC2)cc1C | 3%[76.3 µM]
Cc1ccc(S(=O)(=O)NC(=O)NCCCN2CCOCC2)cc1 | 9%[76.3 µM]
CC(=O)c1cccc(NC(=O)Cn2cc(C(=O)c3cccc(Cl)c3)c(=O)c3ccc(C)nc32)c1 | 8%[76.3 µM]
